Source: PubChem
Salmonella PhoP GFP: PhoP-dependent GFP reporter repression – Salmonella Typhimurium, primary screen (AID 1863). S. Typhimurium PhoP-regulated promoter GFP reporter, 4 h; higher % means a stronger effect. one-dose inhibition, % at 50 µM; IC50 in µM for titrated hits. actives 0.16% (n = 300,000);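 active = inhibition over 29.93%, a cutoff 3 SD above the screen mean, later confirmed by dose response; inconclusive = inhibition over 29.93% but no dose response follow-up; inactive = inhibition at most 29.93% or unconfirmed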;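 also: 0% = low Mg2+ inducing control and 100% = high Mg2+ repressing control; strong numbers were not always called active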
GPR55 antagonists: inhibition of LPI-stimulated GPR55 beta-arrestin translocation – imaging, U2OS, beta-arrestin-GFP, LPI agonist, primary screen (AID 2013) | U2OS GPR55 beta-arrestin-GFP translocation imaging, LPI antagonism; higher % means a stronger effect | inhibition, % at 10 µM, or IC50 in µM where a hit was titrated | actives 0.13% (n = 290,000);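 active = spots per cell inhibited over 60%, with over 100 cells counted and total cytoplasm intensity under 500,000; inconclusive = wells with under 100 cells, flagged as likely toxic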;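 also: U2OS cells stably carrying GPR55 and arrestin-GFP stimulated by 5 µM LPI near EC80; imaged beta-arrestin-GFP aggregate spots per cell after agonist stimulation; plate controls were LPI-stimulated DMSO wells for no effect and DMSO wells without LPI for full effect; some results filed as inactive read as strong as hits; confirmed hits need IC50 under 10 µM and bright autofluorescent wells are also inconclusive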
MgcRacGAP inhibition: MgcRacGAP GTPase-activating activity inhibitors, confirmation, biochemical, ADP Hunter fluorescence | MgcRacGAP-stimulated Rac1 GTP hydrolysis, ADP Hunter fluorescence; higher % means a stronger effect; GST-tagged Rac1 F28L mutant substrate | inhibition, % at 30 µM, or IC50 in µM where a hit was titrated | actives 0.6% (n = 340,000);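 active = first-screen hits whose inhibition reached a set limit at any dose in the follow-up dose series; inconclusive = inhibition above the set first-screen limit but never retested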;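 also: fluorescence reports GDP produced by GAP-driven GTP hydrolysis; strong numbers were not always called active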
SV40 large T antigen: SV40 large T antigen inhibitors, biochemical (AID 1903) | actives 0.39% (n = 310,000) | SV40 large T antigen ATPase/helicase inhibition assay; higher % means a stronger effect | inhibition, % at 20 µM, or IC50 in µM where a hit was titrated; in the data active = a potency from the dose series; inconclusive = inhibition mostly from about 32% at the one dose, without a potency; inactive = the rest, 99 in 100 with inhibition below about 32%; also: strong numbers were not always called active
NS5 inhibitors: flavivirus cap methylation enzyme inhibition – biochemical, confirmation dose response, primary screen (AID 588689). one-dose inhibition, % at 25 µM; IC50 in µM for titrated hits. Dengue-2 NS5 methyltransferase capping enzyme assay, biochemical; higher % means a stronger effect. actives 0.3% (n = 340,000); in the data active = a potency from the dose series; inconclusive = inhibition above about 29% without an active follow-up result
K1F lysis inhibition: inhibition of K1F phage lysis, E. coli UTI89, bacterial capsule biogenesis inhibitors, alamar blue (AID 488966); actives 0.02% (n = 340,000); E. coli UTI89 K1F phage lysis, alamar blue, 2 h; higher % means a stronger effect; inhibition, % at 100 µM; hits with a dose series show IC50 in µM;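 active = phage lysis inhibition, versus mean bacterial control, above a set limit; inconclusive = no clear call, values can overlap the other calls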;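 also: capsule biogenesis inhibitors block K1F phage lysis so surviving cells raise fluorescence; higher fluorescence means more inhibition of phage lysis; actives were called in the ten point dose series up to 300 µM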
GPR35 antagonists: inhibition of zaprinast-stimulated GPR35 beta-arrestin translocation – imaging, U2OS, beta-arrestin-GFP, zaprinast agonist, primary screen (AID 2058) | U2OS GPR35 beta-arrestin-GFP translocation imaging, zaprinast antagonism; higher % means a stronger effect | one-dose inhibition, % at 10 µM; IC50 in µM for titrated hits | actives 0.052% (n = 290,000);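 active = inhibition of at least 50% with at least 30 cells and total cytoplasm GFP at most 10,000,000; inconclusive = under 30 cells or total GFP of 10,000,000 plus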
HIV peptide binding: inhibitors of HIV fusion peptide binding, primary screen, biochemical, uHTS, fluorescence dequenching (AID 1986); cell-free peptide binding, fluorescence dequenching, 30 min; higher % means a stronger effect; one-dose inhibition, % at 20 µM; IC50 in µM for titrated hits; actives 0.3% (n = 290,000); in the data active = inhibition mostly above about 52%, no sharp cut-off; inactive = mostly below about 76%; also: some results filed as inactive read as strong as hits
RSV antiviral HEp-2: inhibition of RSV-induced cytopathic effect – HEp-2 cells, primary 10 µM value included (AID 2391); CPE inhibition, % at 10 µM; hits with a dose series show IC50 in µM; actives 0.13% (n = 310,000); HEp-2 cells, RSV-induced CPE inhibition; higher % means a stronger effect; in the data active = a potency from the dose series; inconclusive = CPE inhibition mostly from about 23% at the one dose, without a potency; inactive = the rest, 99 in 100 with CPE inhibition below about 21%; also: strong numbers were not always called active
* hit, by the source's call; u = inconclusive; x = no result given; [ ] = remark or other dose.

SMILES	Salmonella PhoP GFP	GPR55 antagonists	MgcRacGAP inhibition	SV40 large T antigen	NS5 inhibitors	K1F lysis inhibition	GPR35 antagonists	HIV peptide binding	RSV antiviral HEp-2
CC(=O)c1cccc(NC(=O)C2(c3ccccc3)CC2(Cl)Cl)c1 (centres undefined)	-8%	6%	-5%	7%	-10%	0.1%	-4%	-0.5%	5.7%
COc1cccc(C2CC(c3ccc(Cl)cc3)n3nc(N)nc3N2)c1 (centres undefined)	-6%	23%	6%	-1%	-5%	3.6%	-1%	-4.4%	1.4%
Cc1ccc(NC(=O)CCn2c(=O)[nH]c3ccsc3c2=O)cc1	3%	-4%	3%	11%	-7%	-0.9%[50 µM]	-11%	0.2%	2.9%
CCOc1ccc(CNCc2cccnc2)cc1	-5%	3%	4%	3%	-6%	1.7%	-17%	0.3%	-0.1%
O=S1(=O)c2cccc3cccc(c23)N1Cc1ccc(-c2nnco2)cc1	-3%	0%	8%	1%	5%	0.0%	-13%	0.0%	2.1%
Cc1ccc(CN2CCNC(=O)C2CC(=O)N(C)C2CCCCC2)cc1 (centres undefined)	-7%	13%	4%	22%	0%	0.2%	3%	2.5%	1.5%
CCOC(=O)C1CCN(c2ncnc3c2cnn3-c2ccc(OC)cc2)CC1	10%	-7%	5%	-7%	-6%	0.1%	-14%	1.9%	4.0%
Cc1cc(C)nc(SCCC(=O)Nc2ccc(F)cc2)n1	8%	-3%	-1%	16%	1%	0.4%	-2%	-1.1%	0.6%
Cc1ccc(CNC(=O)CSc2ccsc2[N+](=O)[O-])cc1	-10%	2%	1%	21%	-4%	-0.1%	5%	-0.1%	-0.4%
CC(=O)Nc1ccc(/C=N/N2CCCCC2)cc1	11%	-13%	6%	10%	x	0.9%	-10%	-1.7%	-1.1%
COc1ccc(CNC(=O)C(=O)NCCC2CCCCN2S(=O)(=O)c2cccs2)cc1 (centres undefined)	-1%	x	8%	12%	-4%	0.1%	x	x	2.6%
Cc1cc(C(=O)NCC(c2ccco2)N2CCCC2)c2ccccc2n1 (centres undefined)	x	x	2%	x	-10%	0.4%[50 µM]	x	x	-0.7%
Cc1nn(CC(=O)NC(=O)NC2CCCC(C)C2C)c(=O)c(C#N)c1C (centres undefined)	-7%	x	-1%	15%	1%	1.4%[50 µM]	x	x	-0.5%
CC(C)c1cc(C(C)C)n2nc(N)nc2n1	-2%	-12%	8%	11%	-8%	0.0%	3%	-1.0%	0.6%
O=C(CSc1nnc(C2CCCCC2)o1)Nc1ccccc1Cl	-5%	-10%	4%	9%	-8%	0.1%	-9%	2.8%	1.2%
C=CCOc1cccc(C2C(C(=O)c3ccco3)=C(O)C(=O)N2Cc2cccnc2)c1 (centres undefined)	2%	3%	6%	1%	2%	0.1%	3%	-2.1%	2.2%
Nc1nn2c(-c3ccccc3)cc(=O)[nH]c2c1N=Nc1ccc(Br)cc1	2%	2%	4%	4%	-6%	0.8%	-20%	39%	x
CC1(C)OC(c2ccccc2)=C/C(=C/C=C2C(=O)c3ccccc3C2=O)O1	2%	-1%	8%	-10%	7%	-0.3%	0%	16%	0.1%
Cc1cc(O)c(Sc2ccc(Cl)cc2)c(=O)[nH]1	x	x	4%	11%	-4%	0.5%	x	x	0.9%
CCCCNC(=O)[C@H](Cc1c[nH]c2ccccc12)NC(=O)c1ccccc1Cl	-29%	2%	7%	4%	x	-0.6%	6%	-0.5%	1.8%
CC(C)(Oc1ccc(Cl)cc1)C(=O)Nc1c2c(nn1C(C)(C)C)CS(=O)(=O)C2	-4%	x	8%	14%	-5%	-1.7%	x	x	0.3%
CCOc1cc(/C=N/NC(=O)COc2cccc(C)c2)ccc1OC(=O)c1cccs1	-1%	0%	3%	2%	-3%	4.2%	-12%	1.5%	4.6%
Cc1c(NC(=O)C2CCN(S(=O)(=O)c3ccc(Cl)cc3)CC2)c(=O)n(-c2ccccc2)n1C	-3%	6%	3%	6%	-5%	u	-8%	2.0%	0.1%
COc1ccc(C2(CNC(=O)c3cccc([N+](=O)[O-])c3)CCCCC2)cc1OC	-2%	16%	-8%	-5%	-9%	-0.2%	-6%	-2.4%	4.5%
O=c1ccnc(SCCc2ccc([N+](=O)[O-])cc2)[nH]1	x	x	8%	5%	-3%	0.5%	x	x	x

In the list so far, 2 have two or more sulfur atoms.
SMILES	Salmonella PhoP GFP	GPR55 antagonists	MgcRacGAP inhibition	SV40 large T antigen	NS5 inhibitors	K1F lysis inhibition	GPR35 antagonists	HIV peptide binding	RSV antiviral HEp-2
Cc1ccc(CNC(=O)CSc2ccsc2[N+](=O)[O-])cc1	-10%	2%	1%	21%	-4%	-0.1%	5%	-0.1%	-0.4%
COc1ccc(CNC(=O)C(=O)NCCC2CCCCN2S(=O)(=O)c2cccs2)cc1 (centres undefined)	-1%	x	8%	12%	-4%	0.1%	x	x	2.6%

Next section.
SMILES	Salmonella PhoP GFP	GPR55 antagonists	MgcRacGAP inhibition	SV40 large T antigen	NS5 inhibitors	K1F lysis inhibition	GPR35 antagonists	HIV peptide binding	RSV antiviral HEp-2
Cc1ccc(NC2CC(=O)N(c3ccc(N4CCCCC4)cc3)C2=O)cc1 (centres undefined)	4%	15%	8%	2%	3%	2.7%	-10%	-0.4%	-0.4%
CC(=O)c1c(C)[nH]c(C(=O)CSc2ccc(F)cc2)c1C	-12%	5%	-3%	14%	-4%	0.1%	-10%	-1.3%	-1.2%
Cc1ccccc1NC(=O)CCCC(=O)c1ccccc1	8%	5%	-9%	22%	-2%	-0.4%	1%	0.1%	0.8%
COC(=O)c1cn(NC(=O)C2CCCCC2)c(=O)c2ccccc12	1%	-1%	4%	4%	-7%	2.5%	-7%	-2.3%	1.0%
COC(=O)C(Cc1ccccc1)NC(=O)CNC(=O)c1ccc(Br)cc1 (centres undefined)	-1%	1%	-5%	5%	0%	0.4%	-2%	-0.9%	1.0%
CCN(CC)c1ccc2nc3c4ccccc4c(=O)cc-3oc2c1	4%	3%	x	2%	x	4.0%[50 µM]	13%	3.2%	3.5%
O=C(Oc1cccc(N2C(=O)CCC2=O)c1)C1CC(=O)N(c2ccc(F)cc2)C1 (centres undefined)	-5%	-2%	2%	10%	-10%	0.8%	20%	3.1%	2.5%
OCC(O)/C=N/Nc1nc2ccccc2s1 (centres undefined)	-1%	15%	5%	19%	-10%	1.3%	-9%	0.8%	5.2%
COc1ccc(CC(NC(C)=O)C(=O)NC2CCN(c3c4c(nc5ncnn35)CCC4)CC2)cc1 (centres undefined)	-5%	-4%	5%	6%	-1%	2.3%	9%	1.1%	-0.9%
CC(=O)N(/N=C1\Sc2ccccc2C1=O)c1ccccc1C	-9%	x	1%	3%	-8%	-0.1%	-2%	7.9%	-0.2%
O=C(Nc1ncn[nH]1)c1ccc(Cl)cc1Cl	6%	16%	7%	10%	-5%	0.5%	22%	-1.8%	2.0%
CCc1ccc(NC(=O)[C@H](Cc2ccccc2)NC(=O)C2CCN(C(=O)[C@@H](N)CC(C)C)CC2)cc1	11%	2%	-1%	2%	1%	7.7%	-9%	0.0%	1.4%
NC1=NC[C@H](Cc2ccc(O)cc2)N1CCc1cccc(F)c1	4%	-7%	13%	22%	-1%	5.1%	-2%	1.3%	1.5%
Cc1cc(C)c2nc(N3C(=O)C(O)=C(C(=O)c4ccco4)C3c3ccc(O)cc3)sc2c1 (centres undefined)	x	x	24%	x	30µM*	-3.0%[50 µM]	x	x	-1.5%
CCOc1ccc(OCC)c(NC(=O)Cn2cccc2)c1	-2%	2%	11%	9%	1%	-1.2%	10%	0.3%	x
CCc1ccc(/C=C2/Sc3ccccc3N(CC(=O)NCCCOC)C2=O)cc1	2%	-4%	x	1%	x	x	3%	0.4%	0.8%
Cc1cc2c(cc1S(=O)(=O)CCC(=O)N(C)Cc1ccccc1)OCC(=O)N2	x	-4%	2%	4%	1%	0.7%	-1%	-0.3%	-0.3%
CC(C)=CC(=O)N1CCC(N2CCC(C(=O)N3CCOCC3)CC2)CC1	-4%	1%	1%	13%	-2%	0.0%	-11%	6.5%	2.5%
CCOC(=O)c1nn(-c2ccccc2C)c(=O)cc1OCC(=O)Nc1cccc(OC)c1	-2%	x	0%	11%	-4%	0.4%	x	x	-0.2%
CCCc1nnc(NC(=O)CCCN2C(=O)c3ccccc3C2=O)s1	-8%	4%	5%	3%	1%	0.5%	-10%	-1.9%	0.9%
Cc1ccc(Cn2ncn3c(cc4ccccc43)c2=O)cc1	-3%	22%	10%	3%	-3%	0.0%	-12%	-0.9%	-0.2%
Cc1cc(C)n2c(=S)[nH]nc2n1	0%	15%	28%	7%	-29%	0.5%	6%	-2.0%	1.1%
O=S(=O)(c1ccc(NC(=S)NN=C2CCCCC2)cc1)N1CCOCC1	4%	1%	4%	20%	-5%	0.9%	-16%	-2.2%	2.0%
CSc1ncc(CN2CCN(C3CCCC3)C(CCO)C2)cn1 (centres undefined)	-4%	6%	4%	11%	-3%	0.2%	-1%	1.4%	-0.8%
Cc1ccc(-n2ncc3c(=O)n(CC(=O)N4CCN(c5ccccc5)CC4)cnc32)cc1C	-6%	5%	1%	10%	-4%	0.1%	-12%	0.6%	18%
CC(C)c1ccc(C2=C(O)c3ccccc3C(=O)C2=O)cc1	-8%	7%	8%	8%	7%	-3.4%	-10%	-1.2%	1.1%
CC(=O)C1=C(O)C(=O)N(CCCN2CCOCC2)C1c1ccccc1[N+](=O)[O-] (centres undefined)	-7%	-12%	x	22%	x	x	6%	0.6%	0.8%
COc1ccc(CC(=O)Nc2ccc(C(=O)NC(C)(C)C)cc2)cc1	-12%	4%	3%	7%	-2%	4.8%[50 µM]	-10%	7.3%	1.5%

4 entries out of the list above, ordered by their value in HIV peptide binding, ascending:
mol,Salmonella PhoP GFP,MgcRacGAP inhibition,SV40 large T antigen,NS5 inhibitors,GPR35 antagonists,HIV peptide binding,RSV antiviral HEp-2
COc1ccc(CC(NC(C)=O)C(=O)NC2CCN(c3c4c(nc5ncnn35)CCC4)CC2)cc1 (centres undefined),-5%,5%,6%,-1%,9%,1.1%,-0.9%
Cc1ccc(CN2CCNC(=O)C2CC(=O)N(C)C2CCCCC2)cc1 (centres undefined),-7%,4%,22%,0%,3%,2.5%,1.5%
O=C(Oc1cccc(N2C(=O)CCC2=O)c1)C1CC(=O)N(c2ccc(F)cc2)C1 (centres undefined),-5%,2%,10%,-10%,20%,3.1%,2.5%
CC1(C)OC(c2ccccc2)=C/C(=C/C=C2C(=O)c3ccccc3C2=O)O1,2%,8%,-10%,7%,0%,16%,0.1%
